SIRT5 inh: sirtuin-5 (human) deacylase inhibition; Q9NXA8; Purified SirT5, succinyl-peptide AMC, trypsin-coupled fluorescence; inhibition, % at 15 µM; 1.1% of 330,000 active; in the data active = inhibition above about 15%; inconclusive = no clear call, values can overlap the other calls
Target sequence (Q9NXA8 whole entry, looked up): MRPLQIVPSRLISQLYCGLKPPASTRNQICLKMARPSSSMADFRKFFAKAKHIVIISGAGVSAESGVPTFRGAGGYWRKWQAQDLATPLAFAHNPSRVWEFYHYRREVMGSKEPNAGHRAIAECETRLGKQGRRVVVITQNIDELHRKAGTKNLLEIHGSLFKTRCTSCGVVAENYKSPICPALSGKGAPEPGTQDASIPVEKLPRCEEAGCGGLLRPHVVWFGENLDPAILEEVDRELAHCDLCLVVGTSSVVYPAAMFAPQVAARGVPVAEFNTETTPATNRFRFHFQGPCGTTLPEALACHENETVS
LGR2 antag: inhibitors of bursicon-induced Drosophila LGR2 receptor cAMP signaling; HEK293 LGR2, CRE-luciferase, bursicon-stimulated, 4 h; inhibition, % at 9.99 µM; 0.35% of 380,000 active;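 active = drop in luminescence signal, shown as inhibition above about 50% in the replicate tests, limit read from the data, passing the limit was not always enough; inconclusive = probably only some replicates passing the limit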;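 also: agonist challenge used bursicon conditioned medium at about half maximal strength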
ARNT-TACC3 inh: ARNT/TACC3 interaction disruption; Q9Y6A5; AlphaScreen His-ARNT PAS-B/GST-TACC3 binding, luminescence; TACC3 fragment carries E629A point mutation; inhibition, % at 9.99 µM; 0.66% of 390,000 active; AID 623870;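 active = mean inhibition of replicates at least 50% and at least half of replicates each reaching 50%; inconclusive = half or more replicates reach 50% but mean below 50%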;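 also: 0% = complete ARNT plus TACC3 wells and 100% = ARNT alone without TACC3; many hits fall short of the cut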
PAX8 reporter: inhibitors of PAX8 transcriptional activity in RMG-I cells. RMG-I TPO-luciferase reporter, SteadyGlo, 24 h. inhibition, % at 12.6 µM. 1.2% of 360,000 active;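 active = mean replicate inhibition at least 60% with every replicate also reaching 60%; inconclusive = only one of the two criteria is met; inactive = mean below 60% and not all replicates reaching 60%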;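 also: luciferase light reporting Pax8 driven TPO promoter activity; plate controls were median of neutral control wells for no effect and mitoxantrone controls for full effect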
DENV2 CPE: protects cells from dengue virus 2 cytopathic effect | DENV2-infected cells, cytopathic effect rescue, plate reader | CPE inhibition, % at 9.99 µM | 1.7% of 350,000 active | AID 651640; in the data active = CPE inhibition above about 20%, passing the limit was not always enough; inconclusive = no clear call, values can overlap the other calls; tested in BHK-21 cells;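 also: 0% = median of neutral control wells and 100% = median of positive control wells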
EWS-Fli block: EWS/Fli transcriptional activity inhibition; inhibition, % at 12.6 µM; A673 NR0B1-luciferase reporter, viability-normalised; 0.67% of 350,000 active;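 active = mean inhibition of at least 50% after viability correction, with every replicate also passing that limit; inconclusive = mean reaches 50% but only one of two replicates passes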;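 also: firefly luciferase signal divided by Alamar Blue viability fluorescence both relative to DMSO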
CASP6 VEID inh: blocks human caspase-6 cleavage activity; P55212; purified caspase-6, Z-VEID-R110 cleavage fluorescence; inhibition, % at 12.5 µM; 0.53% of 350,000 active;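 active = mean inhibition across replicates at least about 35%, with every replicate also reaching that limit, limit read from the data; inconclusive = only one of the two criteria met; inactive = neither criterion met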;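 also: 0% = median of neutral control wells and 100% = no fluorescence left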
Target sequence (P55212 24-179 limits assumed): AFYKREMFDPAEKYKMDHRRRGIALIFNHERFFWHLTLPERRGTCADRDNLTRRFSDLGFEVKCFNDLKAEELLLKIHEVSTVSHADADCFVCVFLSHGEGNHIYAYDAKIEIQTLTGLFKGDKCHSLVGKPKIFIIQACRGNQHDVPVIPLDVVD
Target sequence (P55212 194-293 limits assumed): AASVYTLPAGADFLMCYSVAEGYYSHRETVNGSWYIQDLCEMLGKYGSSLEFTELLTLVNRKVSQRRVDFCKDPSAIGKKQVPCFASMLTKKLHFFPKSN
Starred values were filed as active, the others as inactive; ? = inconclusive; / = no result given.

SMILES	SIRT5 inh	LGR2 antag	ARNT-TACC3 inh	PAX8 reporter	DENV2 CPE	EWS-Fli block	CASP6 VEID inh
C[C@H](CO)N1C[C@H](C)[C@H](CN(C)C(=O)Nc2cccc3ccccc23)Oc2ccc(NS(=O)(=O)c3ccccc3)cc2CC1=O	6	-2	12	3	-12	-11	6
Cc1cccc(C2CC(c3ccc(F)cc3)Nc3nc(N)nn32)c1 (stereo unspecified)	2	1	0	22	12	0	0
Cc1ccc(CNc2ncnc(N)c2[N+](=O)[O-])cc1	-14	-29	3	-76	4	-19	2
CCOc1ccc(-n2c(O)c(/C=N/Nc3nc(C)cc(C)n3)c3ccccc3c2=O)cc1	-2	-12	5	7	/	13	/
CC(C)N(C(=O)c1ccc(-c2ccccc2F)cc1)C(C)C	0	-8	/	-4	0	16	-3
COc1ccc(S(=O)(=O)NC(C)C(=O)NCc2cccnc2)cc1C (stereo unspecified)	-2	2	-4	-8	16	-6	6
CC(=O)c1ccc(NC(=O)c2ccc(CNc3c(N4CCCC4)c(=O)c3=O)cc2)cc1	-1	-15	-2	22	8	5	-7
COc1ccc(C(=O)CCS(=O)(=O)c2ccc(F)cc2)cc1OC	-3	2	1	?	2	-7	2
Clc1cc2nc[nH]c2cc1Cl	-3	-12	-9	4	1	-16	-1
CC(C)[C@H](NC(=O)c1cc2cc(Cl)ccc2n1C)C(=O)N1CCC(C(=O)O)CC1	-10	16	-6	12	-7	1	1
O=C1NCN(c2ccccc2)C12CCN(CCCC(c1ccc(F)cc1)c1ccc(F)cc1)CC2	11	/	5	20	5	46	-1
COc1ccc2c3c([nH]c2c1)[C@@H](CO)N(C(=O)c1ccc(F)cc1)CC31CN(C)C1	/	-18	/	/	-9	0	/
CC(C)c1nnc(NC(=O)C2CCCN2C(=O)Nc2ccccc2)s1 (stereo unspecified)	-3	5	-14	12	-5	-10	-1
O=c1c2c3c(sc2[nH]c(=S)n1Cc1ccco1)CCC3	0	8	8	28	5	-2	11
CCN1CCN(S(=O)(=O)c2ccc(Cl)c(C(=O)Nc3ccccc3N3CCCC3)c2)CC1	-1	-13	10	/	6	6	-10
Cc1noc(NS(=O)(=O)c2ccc(N/C=C\C(=O)c3cccs3)cc2)c1C	4	-21	3	-13	-1	-3	1
CCOc1ccc(Nc2nc(N)nc(CSC(=S)N3CCN(c4ccccc4)CC3)n2)cc1	-1	-2	2	1	9	8	-1
CCCNC(=O)Nc1ccc2c(c1)OC[C@H](C)N(C(=O)C1CC1)C[C@H](C)[C@@H](OC)CN(C)C2=O	-1	4	-21	-32	-9	20	4
CCOC(=O)C1=NNC(C(=O)c2ccc(Cl)cc2)C1c1ccc(OC)cc1 (stereo unspecified)	0	3	3	3	/	1	0
CCc1ccc(CNC(=O)Cc2ccc(NC(=O)C3=C(C)OCCS3)cc2)cc1	-5	-61	-6	11	3	22	2
CC(C)NC(=O)Nc1ccc2c(c1)C(=O)N([C@H](C)CO)C[C@H](C)[C@H](CN(C)S(C)(=O)=O)O2	1	-8	0	-13	1	/	2
Cn1c(SCC(=O)c2ccccc2)ncc(C(=O)Nc2ccc(F)cc2)c1=O	-1	-1	-4	-24	?	-7	2
COc1ccc(NC(=O)c2ccc(-c3ccc(-c4noc(C)n4)cc3C)cc2)cc1N1CCN(C)CC1	1	104*	27	32	11	9	/
CCOc1ccc(NC(=O)CN(c2cc(C)cc(C)c2)S(=O)(=O)c2c(C)noc2C)cc1	/	11	8	-10	-1	11	1
CCN1C(=O)N[C@@H](c2ccco2)C(C(=O)OC)=C1C	/	0	-7	10	-2	-5	8

3 structures from above, ordered by heavy-atom count, descending.
SMILES	SIRT5 inh	LGR2 antag	ARNT-TACC3 inh	PAX8 reporter	DENV2 CPE	EWS-Fli block	CASP6 VEID inh
C[C@H](CO)N1C[C@H](C)[C@H](CN(C)C(=O)Nc2cccc3ccccc23)Oc2ccc(NS(=O)(=O)c3ccccc3)cc2CC1=O	6	-2	12	3	-12	-11	6
COc1ccc(NC(=O)c2ccc(-c3ccc(-c4noc(C)n4)cc3C)cc2)cc1N1CCN(C)CC1	1	104*	27	32	11	9	/
COc1ccc(S(=O)(=O)NC(C)C(=O)NCc2cccnc2)cc1C (stereo unspecified)	-2	2	-4	-8	16	-6	6

Next compounds:
SMILES	SIRT5 inh	LGR2 antag	ARNT-TACC3 inh	PAX8 reporter	DENV2 CPE	EWS-Fli block	CASP6 VEID inh
C[C@@H]1CCCCO[C@H](CN(C)C)[C@@H](C)CN([C@H](C)CO)C(=O)c2cc(NS(=O)(=O)c3ccccc3)ccc2O1	-5	-11	5	-13	1	-4	0
Cc1nnc(SCC(=O)c2c(N)n(C3CC3)c(=O)[nH]c2=O)n1-c1ccccc1	-1	0	4	1	-3	-4	2
O=c1[nH]c2ccccc2c(=O)c2ccccc12	-2	-5	/	-5	11	-4	3
COCCNc1nc(NCCNC(C)=O)c2sc(-c3ccccc3)cc2n1	5	-19	/	17	-16	-9	3
O=C(Nc1ccccc1C(=O)N1CCCCC1)c1ccco1	0	0	15	-6	10	12	1
CCCNC(=O)N1[C@H](C#N)[C@H](c2ccccc2)[C@@H]1CO	9	-5	-4	4	-6	3	-1
COc1ccccc1S(=O)(=O)N[C@H]1C=C[C@H](CC(=O)NCc2cccc(F)c2)O[C@H]1CO	7	-8	-2	0	28*	-5	-1
Cc1ccc(C(=O)NC(=S)NNC(=O)COc2ccc([N+](=O)[O-])cc2)cc1	2	10	0	-17	-3	-31	0
COCCN(CCOC)c1nc(N)c2c(N)nc3c(c2c1C#N)CC(=O)N3Cc1ccc(Cl)cc1	/	25	-13	4	/	/	/
Cc1ccc(N/N=C(\C#N)C(N)=S)c(C)c1	/	1	34	11	/	/	/
COC(=O)c1ccc(C)c(NC(=O)CCc2cc(OC)c(OC)c(OC)c2)c1	/	4	-6	-23	/	/	/
CCCC(=O)Nc1ccc2c(c1)C(=O)N(C)[C@H]1CC[C@@H](CC(=O)NCc3ccccc3F)O[C@@H]1CO2	/	-3	-10	-1	4	5	/
CC12CCC(C(=O)C1)C1(C)CCCC(=O)C21 (stereo unspecified)	-5	8	-31	-10	1	-2	-1
C#CCOCCOCCOCCNc1nc(N2CCN(C(=O)[C@H]([C@@H](C)CC)n3cc(CCCN=C(N)N)nn3)CC2)nc(N2CCN(C(=O)[C@H](Cc3ccc(O)cc3)n3cc(CCO)nn3)CC2)n1	2	-10	2	-14	9	-8	-8
CCC(=O)N1[C@H](C(=O)NCCCN(C)C)[C@@H](CO)[C@@H]2Cn3c(ccc(-c4ccccc4OC)c3=O)[C@@H]21	-15	12	-6	/	12	2	-27
Cc1ccc(CNC(=O)c2ccc3c(=O)[nH]c4c(C(=O)NCC5CCCO5)sc(=S)n4c3c2)cc1 (stereo unspecified)	9	31	4	15	-2	-5	2
Cc1cccc(C)c1NC(=O)c1csc(COCCO)n1	/	-17	/	-6	3	-3	-4
N#Cc1c(-c2cccs2)nc(SCc2ccc(Cl)cc2)[nH]c1=O	/	-12	-11	5	0	-1	/
O=C(CSC(=S)N1CCOCC1)Nc1nccs1	-6	3	23	-5	0	-2	-3
CCOC(=O)C1=C(Nc2ccc(OC)cc2)C(N)=NC1=N	-3	-78	/	-28	1	-10	-2
COCC(=O)Nc1ccc2c(c1)[C@@H]1C[C@H](CC(=O)NCc3ccc4c(c3)OCO4)O[C@@H](CO)[C@@H]1O2	2	7	4	-11	2	-3	5
O=C(CCn1c(=O)oc2cc(Cl)ccc21)Nc1ccc(N2CCOCC2)cc1	1	17	-3	19	7	-1	0
COc1ccc(C(=O)N/N=C(\C)CC(=O)Nc2cccc(C(F)(F)F)c2)cc1	-9	3	3	35	1	0	-1
Cc1ccccc1S(=O)(=O)N1CC[C@@H]2[C@@H](CO)N(C)c3ccc(-c4ccc(F)cc4)cc3[C@@H]21	/	21	24	-35	/	27	/
Cc1ccc(NC(=O)C(=O)NCc2ccncc2)cc1	-9	9	2	-32	1	-7	-4

Single records, from the list above. Values in the order: SIRT5 inh | LGR2 antag | ARNT-TACC3 inh | PAX8 reporter | DENV2 CPE | EWS-Fli block | CASP6 VEID inh
O=C(CCn1c(=O)oc2cc(Cl)ccc21)Nc1ccc(N2CCOCC2)cc1 reads 1 | 17 | -3 | 19 | 7 | -1 | 0
COCCNc1nc(NCCNC(C)=O)c2sc(-c3ccccc3)cc2n1 reads 5 | -19 | / | 17 | -16 | -9 | 3
Cc1nnc(SCC(=O)c2c(N)n(C3CC3)c(=O)[nH]c2=O)n1-c1ccccc1 reads -1 | 0 | 4 | 1 | -3 | -4 | 2
N#Cc1c(-c2cccs2)nc(SCc2ccc(Cl)cc2)[nH]c1=O reads / | -12 | -11 | 5 | 0 | -1 | /
CCOC(=O)C1=C(Nc2ccc(OC)cc2)C(N)=NC1=N reads -3 | -78 | / | -28 | 1 | -10 | -2

Continuation:
SMILES	SIRT5 inh	LGR2 antag	ARNT-TACC3 inh	PAX8 reporter	DENV2 CPE	EWS-Fli block	CASP6 VEID inh
Cc1noc(C)c1S(=O)(=O)Nc1ccc2c(c1)C(=O)N([C@H](C)CO)C[C@H](C)[C@@H](CN(C)Cc1ccc(-c3ccccc3)cc1)O2	5	14	-1	/	-3	4	-2
C[C@H]1CN([C@@H](C)CO)C(=O)c2cc(NC(=O)Nc3ccc(C(F)(F)F)cc3)ccc2O[C@H]1CN(C)Cc1ccc(C(=O)O)cc1	-4	-2	-6	/	?	-3	1
Cc1ccc(-n2cc[nH]c2=S)c(C)c1	1	6	/	5	0	1	-1
CCC(=O)Nc1ccc2c(c1)C(=O)N(C)C[C@@H](OC)[C@@H](C)CN(C(=O)CC)[C@@H](C)CO2	-4	3	1	/	2	4	0
CCOC(=O)c1oc2ccccc2c1NC(=O)c1ccc(Cl)s1	/	-6	-5	-41	16	-5	-2
CO[C@@H](CN(C)S(=O)(=O)c1ccc(Cl)cc1)[C@H](C)CN([C@@H](C)CO)S(=O)(=O)c1cccc(Cl)c1	/	1	-2	-6	0	4	5
C[C@@H]1CN([C@H](C)CO)C(=O)c2cccc(NC(=O)Nc3ccc(F)cc3)c2O[C@@H]1CN(C)Cc1ccc(C(=O)Nc2ccccc2N)cc1	4	2	/	29	3	/	2
CCOc1ccc(NC(=S)NCc2ccc3c(c2)OCO3)cc1	1	-6	/	-8	-4	-1	0
Cc1ccc(S(=O)(=O)N(C)C[C@H]2Oc3ccc(NS(=O)(=O)c4ccccc4)cc3CC(=O)N([C@@H](C)CO)C[C@H]2C)cc1	7	11	-2	-2	-14	10	-1
CSc1ccc(CN(C)C(=O)CNC(=O)c2ccc3c(c2)OCO3)cc1	9	2	-13	1	?	-2	1
Cc1ccc(NC(=O)Nc2ccc3c(c2)C(=O)N(C)[C@H]2CC[C@@H](CC(=O)O)O[C@@H]2CO3)cc1	1	8	-13	-16	-4	-1	2
CN(C)c1nc2c(N)ncnc2n1C1OC(CO)C(O)C1O (stereo unspecified)	0	23	-2	5	10	5	1
CSc1cccc(NC(=S)N2CCCN(Cc3cccc(Cl)c3)C2)c1	-1	21	2	10	-3	10	-6
Cn1cc(/C=C(\NC(=O)c2ccccc2)C(=O)N2CCOCC2)c2ccccc21	1	7	1	41	-2	/	2
CN(C)Cc1ccccc1	/	-8	/	/	-4	-3	-2
CC(C)(C)c1ccc(NC(=S)NCc2cccnc2)cc1	-2	-6	5	-22	6	-10	-4
C=CCNCCCOc1ccc(Cl)cc1C(C)(C)C	-3	27	-2	9	-6	19	3
CC(=O)Nc1ccc2c(c1)C(=O)N(C)[C@H]1CC[C@H](CC(=O)NCc3ccc(Cl)cc3)O[C@@H]1CO2	5	25	28	43	-10	0	3

Screens from PubChem.

Rows are unselected; overall some 4.9% were active at least once.
